TcdB GH inh = TcdB glycohydrolase inhibitors, primary screen, biochemical, single point, plate reader; inhibition, % at 9.99 µM; 350,000 compounds, 0.24% hits; TcdB glycohydrolase enzymatic assay; in the data active = inhibition above about 10%
Target sequence (P18177 whole entry, looked up): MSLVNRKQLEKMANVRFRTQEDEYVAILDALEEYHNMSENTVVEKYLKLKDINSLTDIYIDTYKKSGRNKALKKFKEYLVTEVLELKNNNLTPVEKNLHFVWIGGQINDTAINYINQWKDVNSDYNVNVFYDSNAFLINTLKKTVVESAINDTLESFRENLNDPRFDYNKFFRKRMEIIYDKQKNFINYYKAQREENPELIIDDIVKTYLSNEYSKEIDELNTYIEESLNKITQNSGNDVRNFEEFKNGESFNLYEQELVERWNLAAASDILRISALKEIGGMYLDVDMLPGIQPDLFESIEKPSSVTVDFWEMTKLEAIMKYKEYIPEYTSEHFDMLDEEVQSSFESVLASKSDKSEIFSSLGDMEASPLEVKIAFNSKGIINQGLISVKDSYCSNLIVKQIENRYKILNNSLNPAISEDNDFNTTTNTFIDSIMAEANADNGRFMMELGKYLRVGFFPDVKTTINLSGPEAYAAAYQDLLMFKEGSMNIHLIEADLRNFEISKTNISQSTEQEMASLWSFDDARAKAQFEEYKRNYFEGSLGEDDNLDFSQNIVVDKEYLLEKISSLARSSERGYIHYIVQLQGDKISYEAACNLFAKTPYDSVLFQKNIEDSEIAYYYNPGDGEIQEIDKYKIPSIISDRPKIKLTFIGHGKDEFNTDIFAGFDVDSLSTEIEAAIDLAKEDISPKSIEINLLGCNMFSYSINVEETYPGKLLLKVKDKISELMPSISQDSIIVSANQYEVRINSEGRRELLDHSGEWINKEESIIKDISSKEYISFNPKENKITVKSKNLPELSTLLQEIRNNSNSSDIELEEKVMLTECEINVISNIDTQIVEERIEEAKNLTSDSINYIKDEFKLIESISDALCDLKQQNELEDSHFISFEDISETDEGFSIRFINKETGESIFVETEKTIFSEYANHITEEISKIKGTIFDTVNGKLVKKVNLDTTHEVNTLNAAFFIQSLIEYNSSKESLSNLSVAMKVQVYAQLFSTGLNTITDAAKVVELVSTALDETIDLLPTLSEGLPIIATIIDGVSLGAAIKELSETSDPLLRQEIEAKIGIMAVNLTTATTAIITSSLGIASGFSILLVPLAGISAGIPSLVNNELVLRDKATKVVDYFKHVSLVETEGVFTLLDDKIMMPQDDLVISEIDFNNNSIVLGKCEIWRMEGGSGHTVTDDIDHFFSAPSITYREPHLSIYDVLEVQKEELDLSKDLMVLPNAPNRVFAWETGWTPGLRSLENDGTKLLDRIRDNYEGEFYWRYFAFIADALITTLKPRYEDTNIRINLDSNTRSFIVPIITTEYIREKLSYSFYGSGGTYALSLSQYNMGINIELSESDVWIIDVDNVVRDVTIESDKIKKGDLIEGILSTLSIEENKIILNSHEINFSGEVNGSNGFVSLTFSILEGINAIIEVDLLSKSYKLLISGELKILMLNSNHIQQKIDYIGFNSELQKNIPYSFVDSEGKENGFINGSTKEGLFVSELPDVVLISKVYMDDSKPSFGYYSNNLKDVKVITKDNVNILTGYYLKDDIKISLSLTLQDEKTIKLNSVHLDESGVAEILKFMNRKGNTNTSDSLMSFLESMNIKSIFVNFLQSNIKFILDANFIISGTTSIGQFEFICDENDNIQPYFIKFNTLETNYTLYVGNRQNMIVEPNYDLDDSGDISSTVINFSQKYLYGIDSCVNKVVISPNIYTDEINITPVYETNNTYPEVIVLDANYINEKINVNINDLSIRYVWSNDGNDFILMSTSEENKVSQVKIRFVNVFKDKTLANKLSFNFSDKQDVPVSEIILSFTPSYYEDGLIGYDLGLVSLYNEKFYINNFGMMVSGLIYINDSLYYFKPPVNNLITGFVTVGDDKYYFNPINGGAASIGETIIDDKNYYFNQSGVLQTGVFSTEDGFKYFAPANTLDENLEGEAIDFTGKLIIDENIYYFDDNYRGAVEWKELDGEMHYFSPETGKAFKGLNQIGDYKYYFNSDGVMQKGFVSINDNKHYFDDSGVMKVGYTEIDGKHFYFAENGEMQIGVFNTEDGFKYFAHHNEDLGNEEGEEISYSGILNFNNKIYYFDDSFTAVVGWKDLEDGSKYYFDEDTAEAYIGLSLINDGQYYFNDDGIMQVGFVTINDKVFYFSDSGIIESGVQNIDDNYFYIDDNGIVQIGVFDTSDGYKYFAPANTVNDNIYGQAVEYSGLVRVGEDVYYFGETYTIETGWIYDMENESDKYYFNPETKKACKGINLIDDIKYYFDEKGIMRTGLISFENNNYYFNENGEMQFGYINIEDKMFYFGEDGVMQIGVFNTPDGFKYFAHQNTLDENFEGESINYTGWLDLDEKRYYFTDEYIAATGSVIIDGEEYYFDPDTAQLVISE
* marks the source's active call; other numbers are inactive results. An excerpt (hit frequency here may not be typical).

Sample of the layout (4 entries):
C[C@@H]1CN([C@H](C)CO)C(=O)c2cccc(NS(=O)(=O)c3cn(C)cn3)c2O[C@H]1CN(C)CC1CCCCC1
  TcdB GH inh: -0.2
CN1C(=O)c2cc(NC(=O)Nc3ccc(Cl)cc3)ccc2OC[C@H]2O[C@@H](CC(=O)O)CC[C@@H]21
  TcdB GH inh: -0.7
COc1ccc(CNC(=O)C[C@@H]2C=C[C@H](NC(=O)c3cccc(F)c3)[C@@H](CO)O2)cc1
  TcdB GH inh: -1.0
Cn1cnc(S(=O)(=O)N2CCCCN3[C@@H](CO)[C@H](c4ccc(C#CC5CC5)cc4)[C@@H]3C2)c1
  TcdB GH inh: -0.6

The list itself (from the top)
C[C@@H]1CN([C@H](C)CO)C(=O)c2cccc(NS(=O)(=O)c3cn(C)cn3)c2O[C@H]1CN(C)CC1CCCCC1
  TcdB GH inh: -0.2
CN1C(=O)c2cc(NC(=O)Nc3ccc(Cl)cc3)ccc2OC[C@H]2O[C@@H](CC(=O)O)CC[C@@H]21
  TcdB GH inh: -0.7
COc1ccc(CNC(=O)C[C@@H]2C=C[C@H](NC(=O)c3cccc(F)c3)[C@@H](CO)O2)cc1
  TcdB GH inh: -1.0
Cn1cnc(S(=O)(=O)N2CCCCN3[C@@H](CO)[C@H](c4ccc(C#CC5CC5)cc4)[C@@H]3C2)c1
  TcdB GH inh: -0.6
CC(C)NC(=O)N(C)C[C@@H]1Oc2ccc(NC(=O)Nc3ccc(C(F)(F)F)cc3)cc2CC(=O)N([C@@H](C)CO)C[C@@H]1C
  TcdB GH inh: 0.4
C[C@H](CO)N1C[C@H](C)[C@@H](CN(C)CC2CCCCC2)Oc2ccc(NS(=O)(=O)c3cn(C)cn3)cc2CC1=O
  TcdB GH inh: 0.3
C[C@@H]1CCCCO[C@@H](CN(C)C(=O)CCC(F)(F)F)[C@@H](C)CN([C@@H](C)CO)C(=O)c2cc(N(C)C)ccc2O1
  TcdB GH inh: -13
C[C@@H]1CN([C@H](C)CO)C(=O)c2ccccc2-c2ccccc2CO[C@H]1CN(C)S(=O)(=O)c1ccc(C#N)cc1
  TcdB GH inh: -0.3
C[C@@H]1CN([C@@H](C)CO)C(=O)c2cc(-c3ccc(C#N)cc3)cnc2O[C@H]1CN(C)Cc1ccncc1
  TcdB GH inh: -2.3
O=C(C[C@@H]1C=C[C@@H](NC(=O)c2cccc(F)c2)[C@H](CO)O1)Nc1nccs1
  TcdB GH inh: 0.1
C[C@@H]1CCCCO[C@@H](CN(C)S(=O)(=O)c2cccs2)[C@@H](C)CN([C@@H](C)CO)C(=O)c2cc(NS(=O)(=O)c3ccccc3)ccc2O1
  TcdB GH inh: -2.9
C[C@@H]1CN([C@@H](C)CO)C(=O)Cc2cc(NS(C)(=O)=O)ccc2O[C@H]1CN(C)Cc1ccc(C(=O)Nc2ccccc2N)cc1
  TcdB GH inh: 0.0
CC(C)NC(=O)Nc1ccc2c(c1)C(=O)N([C@@H](C)CO)C[C@H](C)[C@@H](CN(C)Cc1ccc(Cl)c(Cl)c1)O2
  TcdB GH inh: -2.1
O=C(Cc1cccnc1)N1CCCCN2[C@H](CO)[C@@H](c3ccc(/C=C/c4ccccc4)cc3)[C@H]2C1
  TcdB GH inh: 0.3
O=S(=O)(N[C@@H]1CC[C@H](CCn2cc(-c3ccc(F)cc3)nn2)O[C@H]1CO)c1ccccc1F
  TcdB GH inh: 0.8
CNC[C@H]1OCCCC[C@@H](C)Oc2ccc(NC(=O)NC(C)C)cc2C(=O)N([C@@H](C)CO)C[C@@H]1C
  TcdB GH inh: 1.4
C[C@@H]1CCCCO[C@@H](CN(C)C(=O)c2ccccc2)[C@@H](C)CN([C@H](C)CO)C(=O)c2cc(NS(C)(=O)=O)ccc2O1
  TcdB GH inh: 0.4
COc1ccc(S(=O)(=O)Nc2cccc3c2O[C@@H](CN(C)S(=O)(=O)c2cccs2)[C@H](C)CN([C@@H](C)CO)C3=O)cc1
  TcdB GH inh: 0.5
CO[C@@H]1CN(C)C(=O)c2ccc(NC(=O)Nc3cc(F)ccc3F)cc2OC[C@@H](C)N(C(=O)c2cnccn2)C[C@@H]1C
  TcdB GH inh: 1.6
COc1ccccc1C#Cc1ccc([C@H]2[C@@H](CO)N3CCCCN(S(C)(=O)=O)C[C@H]23)cc1
  TcdB GH inh: -2.9
C[C@H]1CCCCO[C@@H](CN(C)Cc2ccc(C(=O)O)cc2)[C@@H](C)CN([C@@H](C)CO)C(=O)c2cc(NS(=O)(=O)c3ccc(F)cc3)ccc2O1
  TcdB GH inh: -0.9
COCC#Cc1ccc([C@@H]2[C@H]3CN(C(=O)Cc4ccccn4)CCCCN3[C@H]2CO)cc1
  TcdB GH inh: 2.1
C[C@H](CO)N1C[C@H](C)[C@@H](CN(C)C(=O)Nc2ccc(C(F)(F)F)cc2)Oc2ccc(NC(=O)Nc3ccc(C(F)(F)F)cc3)cc2CC1=O
  TcdB GH inh: -14
C[C@@H]1CCCCO[C@H](CN(C)S(=O)(=O)c2cccs2)[C@H](C)CN([C@H](C)CO)C(=O)c2cc(NC(=O)CCC(F)(F)F)ccc2O1
  TcdB GH inh: 1.4
CO[C@H]1CN(C)C(=O)c2ccc(NC(C)=O)cc2OC[C@H](C)N(C(=O)CC2CC2)C[C@@H]1C
  TcdB GH inh: 0.9

Cc1noc(C)c1S(=O)(=O)N(C)C[C@@H]1Oc2c(NC(=O)c3ccc(-c4nccs4)cc3)cccc2C(=O)N([C@@H](C)CO)C[C@@H]1C
  TcdB GH inh: 1.4
O=C(N[C@@H]1C=C[C@@H](CC(=O)N2CCOCC2)O[C@H]1CO)c1ccccn1
  TcdB GH inh: 0.6
CCC(=O)Nc1ccc2c(c1)OC[C@@H](C)N(C(C)=O)C[C@H](C)[C@@H](OC)CN(C)C2=O
  TcdB GH inh: -1.2
C[C@H](CO)N1C[C@H](C)[C@H](CN(C)C(=O)NC2CCCCC2)Oc2ccc(NC(=O)Cc3ccccc3)cc2CC1=O
  TcdB GH inh: -1.7
COCC#Cc1ccc([C@@H]2[C@H](CO)N3CCCCN(S(=O)(=O)c4ccc(OC)cc4)C[C@@H]23)cc1
  TcdB GH inh: 0.9
COc1cccc(S(=O)(=O)Nc2ccc3c(c2)OC[C@H](C)NC[C@H](C)[C@@H](OC)CN(C)C3=O)c1
  TcdB GH inh: -0.7
Cc1ccc(S(=O)(=O)Nc2cccc3c2O[C@@H](CN(C)S(=O)(=O)c2ccc(C)cc2)[C@H](C)CN([C@H](C)CO)C3=O)cc1
  TcdB GH inh: 0.4
O=S(=O)(N[C@@H]1CC[C@H](CCn2cc(-c3ccccn3)nn2)O[C@H]1CO)c1cccc(F)c1
  TcdB GH inh: 0.0
COc1ccc(NC(=O)Nc2ccc3c(c2)C(=O)N([C@@H](C)CO)C[C@@H](C)[C@H](CN(C)C(=O)Nc2c(C)noc2C)OCCCC[C@@H](C)O3)cc1
  TcdB GH inh: 1.5
C[C@H](CO)N1C[C@H](C)[C@@H](CN(C)Cc2ccncc2)Oc2ccc(NC(=O)Nc3cccc4ccccc34)cc2C1=O
  TcdB GH inh: 2.0
C[C@@H](NC(=O)[C@H]1[C@H](CO)[C@H]2Cn3c(ccc(-c4ccccc4F)c3=O)[C@@H]1N2C)c1ccccc1
  TcdB GH inh: 1.0
CCC(=O)N1C[C@@H]2[C@H](c3ccccc31)[C@@H](CO)N2C(=O)CC
  TcdB GH inh: -18
C[C@@H]1CCCCO[C@@H](CN(C)C(=O)C2CCCCC2)[C@@H](C)CN([C@H](C)CO)C(=O)c2cc(NC(=O)C3CCCCC3)ccc2O1
  TcdB GH inh: -2.5
CCC(=O)N[C@@H]1CC[C@@H](CC(=O)NCC2CCCCC2)O[C@H]1CO
  TcdB GH inh: 1.1
C[C@@H]1CN([C@H](C)CO)C(=O)c2cc(C#C[C@@H](C)O)cnc2O[C@H]1CN(C)C(=O)c1ccccc1F
  TcdB GH inh: -0.6
O=C(C[C@H]1CC[C@H]2[C@@H](COC[C@H](O)CN2Cc2ccc(Oc3ccccc3)cc2)O1)N1CCN(c2ccccc2)CC1
  TcdB GH inh: -1.2
Cc1ccc(S(=O)(=O)Nc2ccc3c(c2)C(=O)N([C@H](C)CO)C[C@@H](C)[C@@H](CN(C)C(=O)CCC(F)(F)F)OCCCC[C@@H](C)O3)cc1
  TcdB GH inh: 0.6
CN(C)CC(=O)N[C@@H]1CC[C@H](CCn2cc(C3CC3)nn2)O[C@@H]1CO
  TcdB GH inh: -0.7
COc1ccc(S(=O)(=O)Nc2ccc3c(c2)C(=O)N([C@@H](C)CO)C[C@@H](C)[C@@H](CN(C)S(=O)(=O)c2ccc(Cl)cc2)OCCCC[C@@H](C)O3)cc1
  TcdB GH inh: -1.8
CO[C@@H]1CN(C)C(=O)c2ccc(NC(=O)c3cc(C)on3)cc2OC[C@@H](C)NC[C@@H]1C
  TcdB GH inh: 0.0
C[C@@H]1CCCCO[C@@H](CN(C)C(=O)c2ccncc2)[C@@H](C)CN([C@H](C)CO)C(=O)c2cc(NS(C)(=O)=O)ccc2O1
  TcdB GH inh: 0.3
CO[C@H]1CN(C)C(=O)c2ccc(NS(=O)(=O)c3ccccc3)cc2OC[C@@H](C)N(Cc2ccccn2)C[C@@H]1C
  TcdB GH inh: 0.8
COCCNC(=O)C[C@@H]1CC[C@H]2[C@@H](COC[C@@H](O)CN2S(=O)(=O)c2ccccc2C)O1
  TcdB GH inh: 1.0
C[C@@H]1CN([C@H](C)CO)C(=O)c2cc(NC(=O)NC3CCCCC3)ccc2O[C@@H]1CN(C)Cc1ccc(Oc2ccccc2)cc1
  TcdB GH inh: -17
COc1ccc(CNC(=O)C[C@@H]2CC[C@@H](NC(=O)Nc3ccc4c(c3)OCO4)[C@H](CO)O2)cc1
  TcdB GH inh: -8.4

COc1ccc(CNC(=O)C[C@@H]2C[C@H]3c4cc(NC(=O)CN(C)C)ccc4O[C@H]3[C@@H](CO)O2)cc1
  TcdB GH inh: 0.8
CCCNC(=O)N1[C@H](CNC(=O)CC)[C@H](c2ccc(C3=CCCC3)cc2)[C@@H]1CO
  TcdB GH inh: -0.9
CN1c2ccc(Br)cc2[C@@H]2[C@@H](CCN2C(=O)C2CC2)[C@@H]1CO
  TcdB GH inh: 0.7
N#C[C@@H]1[C@@H](c2ccccc2)[C@H](CO)N1C(=O)Cc1ccccn1
  TcdB GH inh: -1.9
CCS(=O)(=O)N[C@H]1CC[C@H](CC(=O)N2CCCCC2)O[C@H]1CO
  TcdB GH inh: 0.4
C[C@@H]1CN([C@H](C)CO)C(=O)c2cc(NC(=O)c3ccncc3)ccc2O[C@@H](C)CCCCO[C@@H]1CN(C)Cc1ccc(C(=O)O)cc1
  TcdB GH inh: -1.0
CCc1csc(N2[C@H](C#N)[C@H](c3ccc(-c4ccc(F)cc4)cc3)[C@H]2CO)n1
  TcdB GH inh: -1.5
C[C@@H]1CN([C@H](C)CO)C(=O)Cc2cc(NS(=O)(=O)c3ccccc3)ccc2O[C@H]1CN(C)Cc1ccncc1
  TcdB GH inh: 1.2
COc1ccc(NC(=O)N(C)C[C@H]2Oc3c(NC(=O)c4cc(C)nn4C)cccc3C(=O)N([C@@H](C)CO)C[C@H]2C)cc1
  TcdB GH inh: 0.8
COCC#Cc1ccc([C@@H]2[C@@H](CO)N3CCCCN(S(=O)(=O)c4ccccc4C)C[C@@H]23)cc1
  TcdB GH inh: 0.2
CO[C@@H]1CN(C)C(=O)c2ccc(NS(=O)(=O)c3cccc(F)c3)cc2OC[C@@H](C)NC[C@@H]1C
  TcdB GH inh: 0.2
COc1cccc(-c2cnc3c(c2)C(=O)N([C@H](C)CO)C[C@@H](C)[C@@H](CN(C)C(C)=O)O3)c1
  TcdB GH inh: 0.3
C[C@H](CO)N1C[C@H](C)[C@H](CN(C)C(=O)C2CC2)OCc2ccccc2-c2ccccc2C1=O
  TcdB GH inh: 0.3
COc1ccc(NC(=O)N(C)C[C@@H]2Oc3ccc(NS(=O)(=O)c4cn(C)cn4)cc3C(=O)N([C@@H](C)CO)C[C@@H]2C)cc1
  TcdB GH inh: -0.3
Cc1ccccc1-c1ccc([C@H]2[C@@H](CO)N3CCCCN(S(C)(=O)=O)C[C@H]23)cc1
  TcdB GH inh: 1.0
O=C(C[C@H]1C=C[C@@H](NS(=O)(=O)c2ccccc2)[C@H](CO)O1)NCCN1CCCCC1
  TcdB GH inh: -1.0
Cc1ccc(S(=O)(=O)Nc2cccc3c2O[C@H](CN(C)CC2CCCCC2)[C@@H](C)CN([C@@H](C)CO)C3=O)cc1
  TcdB GH inh: -3.2
CCC(=O)Nc1ccc2c(c1)OC[C@@H](C)N(Cc1cccnc1)C[C@H](C)[C@H](OC)CN(C)C2=O
  TcdB GH inh: -0.1
C[C@@H]1CN([C@@H](C)CO)C(=O)c2cc(/C=C/c3ccccc3)cnc2O[C@H]1CN(C)Cc1cccnc1
  TcdB GH inh: 1.4
C[C@H]1CN([C@@H](C)CO)C(=O)Cc2cc(NC(=O)Cc3ccccc3)ccc2O[C@H]1CN(C)Cc1ccc(-c2ccccc2)cc1
  TcdB GH inh: -1.5
C[C@@H]1CN([C@H](C)CO)C(=O)c2cc(NS(=O)(=O)c3ccccc3)ccc2O[C@@H]1CN(C)Cc1ccccc1
  TcdB GH inh: -0.7
C[C@@H]1CN([C@@H](C)CO)C(=O)Cc2cc(NC(=O)Cn3cnnn3)ccc2O[C@@H]1CN(C)S(=O)(=O)c1cccs1
  TcdB GH inh: 2.6
C[C@H]1CN([C@@H](C)CO)C(=O)c2cc(NC(=O)Cc3cn(C)c4ccccc34)ccc2O[C@@H]1CN(C)S(=O)(=O)c1cn(C)cn1
  TcdB GH inh: -12
O=C(C[C@@H]1C=C[C@H](NC(=O)c2ccc(F)cc2)[C@@H](CO)O1)NCCc1ccncc1
  TcdB GH inh: 0.4
COc1ccc(NC(=O)N(C)C[C@H]2Oc3ccc(NC(=O)NC(C)C)cc3C(=O)N([C@@H](C)CO)C[C@@H]2C)cc1
  TcdB GH inh: -9.2

C[C@H]1CN([C@@H](C)CO)C(=O)c2cc(NC(=O)CCCCCC(=O)Nc3ccccc3N)ccc2O[C@@H]1CN(C)S(=O)(=O)c1ccc(Cl)cc1
  TcdB GH inh: -0.4
O=C(C[C@@H]1CC[C@@H]2[C@H](COC[C@@H](O)CN2CC2CCOCC2)O1)NCc1ccc(Cl)cc1
  TcdB GH inh: -1.0
CCCC(=O)Nc1ccc2c(c1)OC[C@@H](C)N(C(=O)c1ccccn1)C[C@@H](C)[C@H](OC)CN(C)C2=O
  TcdB GH inh: -10
CCN1[C@H](C(=O)N2CCCCC2)[C@@H](CO)[C@@H]2Cn3c(ccc(-c4cccc(F)c4)c3=O)[C@@H]21
  TcdB GH inh: 0.1

Screens from PubChem.
